# Screening data (PubChem)
# PTK2B oligo ant: Pyk2 (human) oligomerization antagonism. Q14289. Q293 cells, Pyk2 FERM NanoBiT luminescence; active compounds read low. z-score (the deposit names both 25 µM and 10 µM). 99,000 compounds, 0.83% hits;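 active = Z-score of -3 or lower, scaled per plate to the spread of control and sample wells; inactive = z-score above -3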;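 note: negative z-score means lost luminescence so less FERM oligomerization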
# PTPN22 inh 2: inhibitors of human LYP (PTPN22) phosphatase. AID 640. recombinant LYP catalytic domain, DiFMUP fluorescence. 96,000 compounds, 0.21% hits. inhibition, % at 2 µM;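 active = inhibition at 2 µM at or above a set limit, the screen mean plus 3 SD, cut at about 24% in these data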;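 note: 0% = DMSO with enzyme and 100% = enzyme fully blocked by orthovanadate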
# PTPN22 act: LYP (human) phosphatase activation; AID 697; activation, % at 2 µM; 96,000 compounds, 0.11% hits; recombinant LYP, DiFMUP fluorescence; 0 = plate median, 100 = signal doubled;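 active = activation at 2 µM above a set limit, the mean plus 5 SD, cut at about 37% in these data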
# IL1B cytotox: HUVEC cytotoxicity counter-screen, IL-1B stimulated | HUVEC cell count loss, Hoechst imaging | cell count reduction, % at 2 µM | 94,000 compounds, 0.41% hits | AID 845;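 active = cell count reduction more than 3 SD above the screen-wide mean, cut at about 70% in these data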;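 note: normalized per plate to untreated control cells as the no-loss baseline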
# FAK inh: blocks human focal adhesion kinase activity. biochemical FAK kinase activity assay. AID 727. Q05397. 97,000 compounds, 0.84% hits. inhibition, %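 (tested at 7 µM)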; in the data active = inhibition above about 19%;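 note: 0% = DMSO and 100% = reference compound high control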
# TNFa cytotox: HUVEC cytotoxicity counter-screen, TNF alpha stimulated | HUVEC TNFalpha-stimulated, Hoechst cell count, imaging | cell count reduction, % at 2 µM | 93,000 compounds, 0.17% hits;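 active = cell count reduction exceeding the screen mean by over 5 SD, scaled to untreated wells per plate, cut at about 78% in these data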;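 note: cells counted after 24 h of TNF alpha exposure following the 1 h pretreatment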
# cytoskel mod: cytoskeleton assembly modification. HUVEC TNFa F-actin phalloidin imaging, high content. inhibition, % at 2 µM. 91,000 compounds, 0.18% hits;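 active = inhibition above the batch mean plus 3 SD and confirmed as a hit by visual image inspection, cut at about 30% in these data, passing the limit was not always enough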; note: strong numbers were not always called active
# VCAM1 TNFa inh: reduces TNF alpha induced VCAM1 expression in HUVEC. 95,000 compounds, 0.48% hits. HUVEC TNFa-induced VCAM-1 immunofluorescence, high-content imaging. inhibition, % at 2 µM;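 active = inhibition above the batch mean plus 3 SD, with images confirmed as a hit by eye, cut at about 37% in these data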;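 note: 0% = TNF-stimulated DMSO wells and 100% = unstimulated control wells; not every result past the cut was called active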
# ERa SRC1 inh: ER-alpha (human) coactivator binding inhibition; TR-FRET ER-alpha LBD / SRC-1 peptide, estradiol-bound; inhibition, % at 25.6 µM; 86,000 compounds, 1.7% hits; in the data active = inhibition above about 50%;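 note: 0% = receptor plus peptide control and 100% = peptide only without receptor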
# Target sequence (P03372 whole entry, looked up, the tested form may be a part): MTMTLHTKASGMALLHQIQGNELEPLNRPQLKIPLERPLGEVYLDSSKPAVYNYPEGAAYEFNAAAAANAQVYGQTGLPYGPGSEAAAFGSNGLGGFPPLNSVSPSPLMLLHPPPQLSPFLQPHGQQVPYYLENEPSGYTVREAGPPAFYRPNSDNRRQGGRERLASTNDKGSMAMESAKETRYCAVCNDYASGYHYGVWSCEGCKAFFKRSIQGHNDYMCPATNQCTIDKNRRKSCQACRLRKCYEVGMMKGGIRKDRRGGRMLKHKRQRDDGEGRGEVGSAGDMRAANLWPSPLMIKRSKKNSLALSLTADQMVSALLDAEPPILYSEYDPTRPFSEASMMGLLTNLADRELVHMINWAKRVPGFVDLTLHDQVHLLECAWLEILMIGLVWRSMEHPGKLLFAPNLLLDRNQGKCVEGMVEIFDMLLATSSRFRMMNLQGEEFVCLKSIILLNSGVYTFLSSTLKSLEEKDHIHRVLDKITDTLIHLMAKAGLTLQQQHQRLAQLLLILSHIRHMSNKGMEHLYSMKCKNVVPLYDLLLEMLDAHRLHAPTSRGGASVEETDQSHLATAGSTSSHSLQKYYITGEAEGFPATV
# An asterisk follows results filed as active; · = no result given; [ ] = remark or other dose.
SMILES,PTK2B oligo ant,PTPN22 inh 2,PTPN22 act,IL1B cytotox,FAK inh,TNFa cytotox,cytoskel mod,VCAM1 TNFa inh,ERa SRC1 inh
Cc1cc2ccccn2c1C(=O)c1nc(N2CCOCC2)ncc1Cl,-2.6,8,-6,-20,-2,-10,4,-7,9
COc1cc(S(=O)(=O)NC2CCCC2)ccc1F,-0.07,-9,10,2,-1,-13,·,-10,-3
CCN(CCCNC(=O)C1CCN(S(=O)(=O)c2cnc[nH]2)CC1)c1cccc(C)c1,-0.72,1,-3,-2,-1,-4,-2,13,1
COC(=O)c1cc(Cl)c(NC(=O)c2ccc(C(C)(C)C)cc2)cc1OC,-0.38,-2,6,-8,-3,-8,-6,4,·
Cc1ccc(C(CC(N)=O)c2ccco2)cc1 (configuration not stated),0.46,-4,4,10,2,2,-1,16,7
CCOC(=O)c1oc2cc(O)ccc2c(=O)c1-c1csc(C)n1,-0.72,-1,-1,20,1,-11,46,2,-22
O=C1COc2ccc(C(=O)CSc3nnc(-c4cccs4)n3Cc3ccccc3)cc2N1,-0.23,14,-13,-11,4,27,2,-2,9[fluorescence artefact?]
COc1ccc(NC(=O)CSc2nc3ccccc3c(=O)n2-c2ccc3c(c2)OCO3)c(OC)c1,-0.99,2,-4,-19,-2,-30,0,0,27
Cc1c(NC(=O)c2cc(C3CC3)on2)c(=O)n(-c2ccccc2)n1C,·,-33,32,-7,5,6,-9,-7,27
CC(Oc1ccc(C(C)(C)C)cc1)c1ccnc2nc(/N=C/N(C)C)nn12 (configuration not stated),-0.99,-2,6,-4,0,3,3,1,·
CN(C)CCNc1oc(COc2ccc(-c3ccccc3)cc2)nc1C#N,-0.7,-7,5,2,-2,-2,8,10,-5
CC(NC(=O)CN1CCCC1)C12CC3CC(CC(C3)C1)C2 (configuration not stated),1.1,12,-8,-2,0,-10,10,6,10
CC(/C=N/NC(=O)Cc1cc(=O)[nH][nH]1)=C\c1ccccc1,-0.05,-2,6,8,-7,-17,17,20,·
CCOC(=O)C1=C(C)NC(C)=C(C(=O)OCC)C1C(=O)OCC(=O)c1ccc2c(c1)OCCO2,-0.74,-3,0,34,7,12,-5,-29,1
CC(=O)Nc1ccc(S(=O)(=O)N2CCOCC2)cc1,-0.01,10,-13,-9,-2,11,-1,3,22
COc1ccc(-c2ccc(C#N)c(SCC(=O)Nc3sc4c(c3C#N)CCC4)n2)cc1OC,0.26,0,2,-9,6,-1,-30,-7,84*[fluorescence artefact?]
COc1cc(C)nc(SCC(N)=O)n1,-0.13,-18,13,-33,-5,-5,4,16,·
O=C(CCc1ccccc1)Nc1nc2ccc(S(=O)(=O)N3CCOCC3)cc2s1,1.2,3,-5,-49,-1,-18,-2,9,20
Cc1cccc(NS(=O)(=O)c2cc(C(=O)N3CCc4ccccc4C3)ccc2Cl)c1C,-2.1,12,-7,-25,3,-13,28,14,·
CS(=O)(=O)N(CC(=O)Nc1ccc(F)cc1F)c1cccc([N+](=O)[O-])c1,-0.94,-9,8,-75,1,-18,-7,12,·
O=C(CCn1c(=O)oc2ccccc21)N1CCCCCC1,0.75,-8,5,1,1,-12,-2,-1,-21
Fc1ccc(N2CCN(C(c3cccs3)c3nnnn3C3CCCC3)CC2)cc1 (configuration not stated),-2.5,14,-13,4,-1,-35,-13,-5,13
COCCNC(=O)C1CC(c2ccc(F)cc2)=NO1 (configuration not stated),1.8,3,-4,18,0,-13,-11,-5,-1
CCC1=NN=C(c2ccc(F)cc2)C(c2c[nH]c3ccccc23)N1O (configuration not stated),-1.2,0,-1,-7,-4,-25,2,22,2
O=S(=O)(c1cc(Cl)ccc1Br)N1CCCCC1,0.06,4,-4,-16,-3,-29,17,4,-3

# Sorted by length of the SMILES (high to low): seven of the compounds above
SMILES,PTK2B oligo ant,PTPN22 inh 2,PTPN22 act,IL1B cytotox,FAK inh,TNFa cytotox,cytoskel mod,VCAM1 TNFa inh,ERa SRC1 inh
O=C1COc2ccc(C(=O)CSc3nnc(-c4cccs4)n3Cc3ccccc3)cc2N1,-0.23,14,-13,-11,4,27,2,-2,9[fluorescence artefact?]
COC(=O)c1cc(Cl)c(NC(=O)c2ccc(C(C)(C)C)cc2)cc1OC,-0.38,-2,6,-8,-3,-8,-6,4,·
Fc1ccc(N2CCN(C(c3cccs3)c3nnnn3C3CCCC3)CC2)cc1 (configuration not stated),-2.5,14,-13,4,-1,-35,-13,-5,13
CC(NC(=O)CN1CCCC1)C12CC3CC(CC(C3)C1)C2 (configuration not stated),1.1,12,-8,-2,0,-10,10,6,10
O=C(CCn1c(=O)oc2ccccc21)N1CCCCCC1,0.75,-8,5,1,1,-12,-2,-1,-21
Cc1ccc(C(CC(N)=O)c2ccco2)cc1 (configuration not stated),0.46,-4,4,10,2,2,-1,16,7
COc1cc(C)nc(SCC(N)=O)n1,-0.13,-18,13,-33,-5,-5,4,16,·

# Remaining list, next part:
SMILES,PTK2B oligo ant,PTPN22 inh 2,PTPN22 act,IL1B cytotox,FAK inh,TNFa cytotox,cytoskel mod,VCAM1 TNFa inh,ERa SRC1 inh
O=C(Cn1c(NCCO)nc2ccccc21)c1ccco1,1.1,3,-6,-39,1,-29,5,11,-2
O=C(CSc1nc2c(c(=O)n1-c1ccc(Br)cc1)SCC2)Nc1nccs1,-1.7,3,-6,-44,2,-30,·,34,59*
CN1CCCCc2c1nc1ccccc1c2N (tested in a mixture with another compound),0.47,-7,7,-1,0,1,16,-12,-22
COc1cc(C2C(C#N)=C(C)NC3=C2C(=O)c2ccccc23)cc(OC)c1OC (configuration not stated),-0.3,-7,4,69,3,63,-10,89*,·
O=C(NC1=NCCS1)[C@H](Cc1ccccc1)N1C(=O)c2ccccc2C1=O,-1.2,-12,7,-5,5,-2,-8,0,·
CCC1CCCCN1C(=O)Cn1c(C(=O)OC)cc2ccsc21 (configuration not stated),-1.4,6,-8,-13,-4,-72,15,-33,9[fluorescence artefact?]
O=C1CN(C(=O)CSc2nncn2-c2ccccc2)c2ccccc2N1,1.1,2,-4,-2,0,-23,-10,20,-9
O=C(CSc1nc(-c2ccccc2)c(-c2ccccc2)o1)Nc1nnc(-c2ccccc2)s1,-1.1,3,2,-9,0,-14,-39,9,·
CC(C)c1nnc(NC(=O)CN(C)S(=O)(=O)c2ccc3c(c2)OCCO3)s1,0.2,1,-2,-45,-2,18,-2,-1,-3
Cc1cccnc1N(C(=O)Nc1ccccc1)C1=NCC(C)(C)S1,0.22,3,0,10,6,57,8,42*,-3
COC(=O)C1=C(C)N=C2SC(C#N)=C(N)N2C1c1ccc(OCc2ccccc2)cc1 (configuration not stated),-2.8,0,-2,5,-1,-4,-14,10,·
O=C(CSc1nccc(=O)[nH]1)N1CCc2ccccc2C1,-0.13,2,-3,-76,-1,-12,1,5,8[fluorescence artefact?]
CCCCc1cc(O)c(CCCC)c(O)c1,-3.7*,-2,2,9,15,-30,15,3,-17
O=S1(=O)N=C(Oc2ccccc2)c2ccccc21,0.02,-2,1,12,7,-13,·,-9,-6
O=C(c1ccc(CNc2c(N3CCCC3)c(=O)c2=O)cc1)N1CCc2ccccc2C1,·,0,-2,-57,-10,-26,18,12,-5
COC(=O)c1ccc2nc(NC(=O)CN3C(=O)CCC3=O)sc2c1,1.5,-22,19,-14,6,-22,1,-14,12
O=C1CS/C(=C/C(=O)c2ccccc2)N1,-0.33,-11,9,-66,-1,-14,-3,8,-7
O=C(Nc1ccc(Cl)c(Cl)c1)N1CC=C(c2ccccc2)CC1,1.2,1,-1,3,1,4,6,-2,-4
O=c1c2ccsc2ncn1Cc1ccccc1F,0.4,12,-9,-101,-4,-33,14,-4,·
NC(=O)[C@H](Cc1cc2ccccc2s1)NC(=O)[C@@H]1CC2(CC(c3cccc(NC(=O)[C@@H]4CCC(=O)N4)c3)=NO2)CN1C(=O)c1ccccc1 (some centres not stated),·,-5,8,-14,1,-1,12,12,·
Cc1cccc(C)c1OCC(=O)OCC(=O)c1ccc2c(c1)NC(=O)CO2,1,3,-1,12,-2,-6,4,-10,·
CCN1CCN(Cc2nc3c(c(=O)[nH]c(=O)n3C)n2Cc2ccccc2Cl)CC1,·,-4,3,-22,-5,0,2,8,1[fluorescence artefact?]
CCOC(=O)C1CCCN(CC(=O)NC2=Nc3ccccc3N=C(C)C2c2ccccc2)C1 (configuration not stated),-0.61,-4,0,-9,0,-31,14,-7,-9
c1ccc(CCNC2=NCCCS2)cc1,0,4,-4,5,0,-15,15,1,19
CCOc1c2ccc(C(=O)NCc3ccc(C)cc3)cc2nn1CCOC,·,10,-8,6,0,4,28,6,·
# The list continues:
SMILES,PTK2B oligo ant,PTPN22 inh 2,PTPN22 act,IL1B cytotox,FAK inh,TNFa cytotox,cytoskel mod,VCAM1 TNFa inh,ERa SRC1 inh
Clc1cccc(-c2nc3nc4ccccc4nc3n2Cc2ccco2)c1,0.18,6,-9,17,1,21,6,23,-2
COC(=O)c1cc2c(-c3ccccc3)cc3ccccn3c-2c1C(=O)OC,1.9,4,-5,4,0,8,-7,34,·
COC(=O)CN(c1ccc(C)cc1)S(=O)(=O)c1ccc2c(c1)n(C)c(=O)c(=O)n2C,0.54,4,-6,-3,0,-44,19,4,·
O=C(NCc1cn2ccccc2n1)c1ccco1,·,-10,9,0,7,-18,-10,3,12[fluorescence artefact?]
COc1cc(/C=C(\C#N)c2nc3ccc(C)cc3[nH]2)c([N+](=O)[O-])cc1OC,-1.1,6,-3,-50,0,-11,9,4,·
Nc1cc(N)nc(SCC(=O)Nc2ccc3c(c2)OCCCO3)n1,1.2,0,-2,-10,-3,2,26,-14,-2
CC(C)CNC(=O)COC(=O)c1cc(S(=O)(=O)N2CCCCC2)ccc1N1CCOCC1,0.14,-1,0,-1,3,-41,0,1,0
Cc1cc2cc(CNS(=O)(=O)c3ccccc3)ccc2n1C,·,-2,1,4,0,-2,4,9,39[fluorescence artefact?]
CCCc1nc2oc(C(=O)OCC)c(N)c2c2c1COC(C)(C)C2,0.33,4,-4,-31,-2,-27,40,4,-17
CCSc1nnc([C@H](Cc2ccccc2)NC(=O)OC(C)(C)C)o1,-0.46,11,-9,-177,-1,-16,-3,-18,-3
COc1cc(C2C(C(C)=O)=C(C)Nc3ncnn32)ccc1O (configuration not stated),-0.51,0,-1,13,-1,-21,10,-14,-1
O=C(NCn1cnccc1=O)c1ccccc1,0.64,3,-1,-14,1,-11,-8,-6,·
CN1c2ccccc2N(C)C1c1ccc2c(c1)OCO2,0.41,2,-5,-20,-1,-1,-9,9,-23[fluorescence artefact?]
Cc1cccc(N2CCN(C(=O)c3cc4c(=O)n(C)c5ccccc5c4n3C)CC2)c1C,·,3,-6,-8,0,-31,4,17,14
CCCS(=O)(=O)N1CCCC(C(=O)N2CCN(c3ccccc3)CC2)C1 (configuration not stated),0.21,-4,3,-87,-2,-18,3,-12,0
CC(CO)Nc1nc(SCc2ccccc2)nc2sc3c(c12)CCC3 (configuration not stated),-0.12,-4,6,-17,-4,17,11,-1,0
Cc1ccc(S(=O)(=O)Nc2ccc(=O)n(Cc3ccc(Cl)c(Cl)c3)c2)cc1,0.28,-5,8,-17,2,-3,-18,23,·
CCOC(=O)N1CCN(C2=CC(=O)OC23CCCCC3)CC1,-0.23,4,-5,2,-1,-5,-14,-2,3
O=C(CSc1nc(-c2ccco2)cc(C(F)(F)F)n1)Nc1ccc2c(c1)CCC2,2,2,1,4,-1,11,2,4,-16
Clc1ccc(-n2nnnc2SCc2cn3ccccc3n2)cc1,0.06,-3,2,-109,-2,1,4,13,-5
CCc1c(C)nc(Nc2nc(C)c3ccc(OC)cc3n2)[nH]c1=O,-0.46,5,-5,·,-1,3,-9,20,-4
Cn1c(=O)c2ncn(CC(=O)Nc3ccc(N4CCOCC4)cc3)c2n(C)c1=O,0.3,-3,6,-9,1,-22,2,3,·
COc1ccccc1C(=O)O/N=C(/C)c1ccc(N2C(=O)C3CCCCC3C2=O)cc1 (configuration not stated),-0.61,-7,12,-12,7,-13,6,34,·
COc1cc(/C=N/NC(=O)CCc2c(C)n[nH]c2C)cc(OC)c1OC,0.08,2,0,-4,1,-6,11,25,0
C#CCSc1nnc(-c2cccc3ccccc23)o1,0.13,-5,2,0,1,-22,-16,8,8
